High-throughput results: PubChem BioAssay, National Center for Advancing Translational Sciences (NCATS)
D2 agonist: activates the human D2 dopamine receptor | 340,000 tested, 0.53% active | HEK293 T-REx D2 cells, calcium flux agonist mode | AID 485358 | activation, % at 2 µM | P14416;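 active = activation over 3 SD above normal in the single-dose calcium agonist read, cut at about 30% in these data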; note: 0% is about no effect
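Calcium-flux readout, 1 cycle/sec over 180 s following compound pin transfer, in inducible HEK293 Trex D2 cells (force-coupled); dopamine controls included. Positive calcium responses during this window marked compounds as potential agonists.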
IDH1 R132H inh: human IDH1 R132H inhibition; O75874; IDH1-R132H enzyme, NADPH consumption, diaphorase/resazurin fluorescence; Potency, µM (doses to about 76.6 µM), for the others: top-dose activity change, negative = inhibition, usual class: inhibitors; 390,000 tested, 0.093% active; note: potency is the fitted concentration of half-maximal effect; % is set by controls: 0 for no effect and ±100 for the full control effect; nearly all actives have a fitted effect of over 65% in size
Target sequence (O75874 whole entry R132H, stated change not applied): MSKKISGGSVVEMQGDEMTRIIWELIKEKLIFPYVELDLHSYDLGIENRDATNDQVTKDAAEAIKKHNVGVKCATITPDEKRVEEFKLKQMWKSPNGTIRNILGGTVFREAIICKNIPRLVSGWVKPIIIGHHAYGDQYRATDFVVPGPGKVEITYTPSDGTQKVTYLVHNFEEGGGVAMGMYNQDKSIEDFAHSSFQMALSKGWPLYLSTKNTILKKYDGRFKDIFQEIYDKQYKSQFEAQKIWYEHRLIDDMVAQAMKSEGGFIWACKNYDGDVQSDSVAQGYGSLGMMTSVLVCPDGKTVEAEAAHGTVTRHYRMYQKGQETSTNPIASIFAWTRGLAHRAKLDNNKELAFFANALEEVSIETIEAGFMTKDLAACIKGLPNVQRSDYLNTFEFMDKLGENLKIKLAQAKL
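IDH1-R132H (0.5 ug/mL dispensed) in pH 7.5 Tris buffer was preincubated 30 min with compound, then given a substrate mix of 0.016 mM NADPH and 2 mM alpha-KG for 80 min at room temperature; remaining NADPH was read by diaphorase/resazurin fluorescence.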
TrxR1 inh: inhibitors of rat thioredoxin reductase 1; Potency, µM (series often up to 114 µM), without a hit: top-dose activity change, negative = inhibition, actives largely listed as inhibitors; O89049; recombinant rTrxR1, NADPH fluorescence consumption, selenite substrate; 390,000 tested, 1% active; AID 588453; note: potency is the fitted concentration of half-maximal effect; % is set by controls: 0 for no effect and ±100 for the full control effect; nearly all actives have a fitted effect of over 65% in size
Target sequence (O89049 whole entry, looked up): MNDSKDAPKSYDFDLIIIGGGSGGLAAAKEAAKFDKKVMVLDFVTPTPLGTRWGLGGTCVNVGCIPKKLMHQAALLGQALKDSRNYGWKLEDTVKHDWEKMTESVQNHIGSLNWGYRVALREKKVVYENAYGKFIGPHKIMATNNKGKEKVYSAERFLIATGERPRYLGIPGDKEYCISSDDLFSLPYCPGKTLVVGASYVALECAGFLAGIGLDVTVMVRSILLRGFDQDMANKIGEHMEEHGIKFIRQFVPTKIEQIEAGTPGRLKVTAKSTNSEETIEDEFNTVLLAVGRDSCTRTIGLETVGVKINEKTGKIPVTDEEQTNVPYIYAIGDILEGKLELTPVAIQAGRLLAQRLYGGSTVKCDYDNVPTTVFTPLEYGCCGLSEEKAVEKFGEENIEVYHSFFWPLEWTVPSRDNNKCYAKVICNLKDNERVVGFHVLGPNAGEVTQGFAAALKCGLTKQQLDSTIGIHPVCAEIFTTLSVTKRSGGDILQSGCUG
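Rat TrxR1 (90 nM in the dispensed reagent) was pre-reduced with 400 uM NADPH for 5 min at room temperature, then incubated with compound for 15 min. After 400 uM selenite was added, NADPH fluorescence (Ex 340/Em 450 nm) was followed for 8 min.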
USP1 inh: blocks the human USP1/UAF1 deubiquitinase complex; recombinant USP1/UAF1, Ub-Rhodamine cleavage fluorescence; 390,000 tested, 0.23% active; Potency, µM (top dose mostly 57.1 µM), for inactives: at the highest dose activity change, negative = inhibition, usual class: inhibitors; O94782; note: potency is the fitted concentration of half-maximal effect; % is set by controls: 0 for no effect and ±100 for the full control effect; nearly all actives have a fitted effect of over 60% in size; inactives centre near -12
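In this screen, compounds sit with the deubiquitinase complex (1nM) for 15 min at room temperature before Ub-Rho is added at 150nM final. Fluorescence rise is then followed for 6 reads every 60 seconds.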
TrxR1 substrate: substrates of rat thioredoxin reductase 1. O89049. purified TrxR1 substrate turnover, NADPH consumption readout. Potency, µM (top dose mostly 114 µM), inactives show top-dose activity change, negative = substrate turnover. 390,000 tested, 0.01% active; note: potency is the fitted concentration of half-maximal effect; % is set by controls: 0 for no effect and ±100 for the full control effect; nearly all actives have a fitted effect of over 50% in size
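Rat TrxR1, dispensed at 90 nM, was prereduced with 400 uM NADPH (final) for 5 min at ~22 deg C, then incubated with compound 15 min before 400 uM selenite. A first-read NADPH fluorescence drop versus no-compound background flagged substrates.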
D2 antagonist: antagonizes the human D2 dopamine receptor; HEK293 TREx D2 cells, calcium flux, dopamine EC80; inhibition, % at 10 µM; 340,000 tested, 2% active; AID 485344; in the data active = inhibition above about 30%; note: 0% is about no effect
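Compounds are added to dye-loaded, induced HEK293 T-REx cells coupled to calcium release via D2; after a 3 min kinetic read an EC80 dopamine stimulus is given and fluorescence is recorded for 3 more min.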
TRHR enhancer: TRH receptor (human) allosteric enhancement. TRHR cells, fluo-8 calcium fluorescence, EC20 TRH enhancement. P34981. enhancement, % at 2 µM. 360,000 tested, 0.66% active; in the data active = enhancement above about 30%; note: 0% is about no effect
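Enhancer read-out: after compound pinning and an initial kinetic agonist-mode read, an EC20 of TRH (10 nM final) was injected and fluo-8 calcium signal (Ex 480/Em 530) followed at 1 s/cycle for 100 cycles in TRHR-expressing cells.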
TRHR agonist: activates the human TRH receptor. 360,000 tested, 0.18% active. AID 493084. TRHR cells, calcium flux fluo-8, FDSS agonist mode. activation, % at 2 µM. P34981; in the data active = activation above about 30%; note: 0% is about no effect
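TRHR-expressing cells, plated overnight in medium with 10% serum, were loaded with fluo-8 calcium dye at room temperature. After a 10 s baseline, library compound was pin-added and calcium release was recorded kinetically (ex 480/em 530) as agonist response.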
Pin1 inhibitor: human Pin1 inhibition; Pin1 FP peptide displacement, HiFluor488, 10 min; Q13526; Potency, µM (series often up to 115 µM), without a hit: at the highest dose activity, negative = inhibition, hits mostly inhibitors; 390,000 tested, 0.009% active; active = well fitted inhibition curve with a large enough effect in the polarisation, with a control signal flat, not every such curve was filed as active; inconclusive = small, poorly fitted or top-dose-only effect, or effect the other way, or a change in a side signal; inactive = no such curve, though single readings can be large or run the other way; the % refers to the polarisation; note: potency is the fitted concentration of half-maximal effect; % is set by controls: 0 for no effect and ±100 for the full control effect
Target sequence (Q13526 whole entry, looked up): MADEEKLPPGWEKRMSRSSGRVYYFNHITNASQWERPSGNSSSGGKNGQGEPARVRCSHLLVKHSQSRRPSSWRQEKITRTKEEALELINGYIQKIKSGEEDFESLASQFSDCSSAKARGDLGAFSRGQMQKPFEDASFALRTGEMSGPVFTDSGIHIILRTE
The depositor's hits bear a star; ? = inconclusive; . = no result given; [ ] = remark or other dose. Unless noted, calls come from the whole dose curve; as a rule, active = well fitted inhibition curve with a large enough effect; inconclusive = small, poorly fitted or top-dose-only effect; inactive = no such curve, though single readings can be large or run the other way. A portion of the library. The share of hits here may be higher or lower than overall.

Start of the data: the first 3 compounds, ahead of the listing:
SMILES	D2 agonist	IDH1 R132H inh	TrxR1 inh	USP1 inh	TrxR1 substrate	D2 antagonist	TRHR enhancer	TRHR agonist	Pin1 inhibitor
C=CCOC(=O)C1C(=O)CC(C)(O)C(C(=O)OCC=C)C1c1ccc(OCC)cc1 (configuration not stated)	-0.5	-2%	6%[57.1 µM]	-15%	7%[57.1 µM]	2	-2	-0.5	-4%
COc1ccc(C2C(=O)NN=C2C)cc1 (configuration not stated)	.	-1%	-1%	-7%	0%	.	.	.	0%
CN(C(=O)c1ccno1)c1nnc(-c2cnccn2)s1	0.2	5%	8%[57.1 µM]	-9%	0%[57.1 µM]	10	-5	0.4	-1%

The list itself (from the top)
SMILES	D2 agonist	IDH1 R132H inh	TrxR1 inh	USP1 inh	TrxR1 substrate	D2 antagonist	TRHR enhancer	TRHR agonist	Pin1 inhibitor
C=CCOC(=O)C1C(=O)CC(C)(O)C(C(=O)OCC=C)C1c1ccc(OCC)cc1 (configuration not stated)	-0.5	-2%	6%[57.1 µM]	-15%	7%[57.1 µM]	2	-2	-0.5	-4%
COc1ccc(C2C(=O)NN=C2C)cc1 (configuration not stated)	.	-1%	-1%	-7%	0%	.	.	.	0%
CN(C(=O)c1ccno1)c1nnc(-c2cnccn2)s1	0.2	5%	8%[57.1 µM]	-9%	0%[57.1 µM]	10	-5	0.4	-1%
Cc1ccc(C(=O)OCC(=O)c2ccc(S(=O)(=O)N3CCCCC3)cc2)o1	0.0	13%	5%	-13%	0%	13	-1	0.0	38%[activator]
Cc1ccn(-c2ccc(NC(=O)c3cccs3)cc2)n1	0.1	-2%	-3%	-23%	-8%	-1	-2	0.3	1%
N#Cc1ccc(C(=O)NNC(=O)c2cccc(S(=O)(=O)N3CCOCC3)c2)cc1	.	4%	32%	-4%	21%	.	.	.	-7%
O=C(NCCc1cccc(Cl)c1)c1ccc(OC2CCN(Cc3ccccn3)CC2)cc1	-0.3	-6%	3%	-15%	7%	0	2	0.8	-16%
CCC1CCCCN1Cc1nc2c(c(=O)n(C)c(=O)n2C)n1CCCc1ccccc1 (configuration not stated)	-0.7	15%	16%[57.1 µM]	-20%	-5%[57.1 µM]	-13	-5	-1.2	-1%
c1ccc(CCSc2ncnc3nc[nH]c23)cc1	-0.6	-1%	7%	-11%	0%	2	4	-0.3	-8%
CCOC(=O)C(C)(C)Sc1nc2c(cnn2-c2ccc(F)cc2)c(=O)[nH]1	-1.1	-3%	-9%	-9%	-1%	0	6	-2.2	2%
O=C(Nc1cccc(-c2cn3cccnc3n2)c1)c1cccs1	-1.2	4%	-10%	-11%	292%[activator]	0	3	-0.3	6%
O=C(CSc1nnc2c3c4c(sc3ncn12)CCCC4)NCc1ccco1	-0.5	14%	-9%	-20%	-2%	-4	0	-0.3	19%
CN1CCC(=NNC(=O)c2ccc(N(Cc3ccccc3Cl)S(C)(=O)=O)cc2)CC1	0.5	3%	4%	-9%	-2%	9	-4	-0.3	-8%
CCS(=O)(=O)c1ccc(O)c(NC(=O)NC2CCCCC2)c1	-0.1	-1%	10%	-14%	6%	-3	-9	-0.2	-3%
O=C1CC(N2CCSCC2)C(=O)N1c1cccc(Cl)c1 (configuration not stated)	-0.2	-7%	19%	1%	-1%	22	2	0.0	1%
CC1=Nn2c(nnc2-c2ccco2)SC1	-0.2	2%	-29%	-19%	-3%	-1	6	-0.2	-9%
O=C1NC(=Nc2ccccc2Cl)S/C1=C\c1ccc(C(=O)O)cc1	0.9	-17%	-4%	-19%	-18%	1	4	0.1	-5%
O=C(NCC1CCOCC1)c1cc(COc2ccc(F)cc2F)on1	0.1	-3%	-7%	-8%	-11%	-11	3	-0.8	-10%
CSCCC(NS(=O)(=O)c1ccccc1F)C(=O)NCC(C)(C)N1CCOCC1 (configuration not stated)	-0.3	0%	4%	2%	2%	16	0	-0.3	8%
CCN(Cc1ccccc1)Cc1c(O)ccc2c(=O)c(-c3ccccc3)c(C(F)(F)F)oc12	-2.0	4%	1%	?	7%	.	13	-1.4	?
O=C(COC(=O)c1cccnc1SCC(=O)NCc1ccccc1)NCc1ccccc1	-0.2	8%	7%[57.1 µM]	-13%	21%[57.1 µM]	-1	-2	-0.3	61%[activator]
Cc1ccc(Cc2cn3cc(-c4ccccc4)nc3s2)cc1	2.3	-11%	6%	-5%	2%	.	3	3.9	4%
Cc1ccccc1C(=O)Nc1ccccc1-n1cccc1	-0.6	-2%	-3%	1%	6%	3	3	0.3	6%
O=C(NC(=S)Nc1ccccc1N1CCOCC1)c1ccc(-c2cc(Cl)ccc2Cl)o1	0.1	6%	-14%	-16%	-9%	9	-2	0.8	-4%
Cc1ccc(S(=O)(=O)c2nc(-c3cccs3)oc2NCc2cccnc2)cc1	-0.3	1%	13%	-1%	7%	-17	-3	-1.1	-2%
O=C(c1ccc(Cl)cc1)c1nnc(-c2ccncc2)o1	0.2	7%	1%	-15%	0%	-21	-1	0.1	0%
COCCn1c(SCC(=O)Nc2ccccc2F)nc2c([nH]c3ccccc32)c1=O	-0.3	4%	21%	-22%	6%	-14	-6	0.1	0%
O=C(Cc1ccccc1)NNC(=O)c1ccc(NC(=O)c2ccccc2)cc1	0.9	0%	20%	-21%	9%	-11	0	-0.1	12%
O=C(CCCCn1c(=O)[nH]c2ccsc2c1=O)NCc1cccnc1	0.1	1%	-2%	0%	-2%	-5	-1	0.0	-1%
COc1ccc(CNC(=O)CCc2c(C)c3cc4c(C)coc4cc3oc2=O)cc1	-0.9	-23%	11%	-9%	1%	.	13	-0.5	0%
Cc1ccc(C)c(N2CCN(C(=O)c3cc(S(=O)(=O)N4CCC(C)CC4)cn3C)CC2)c1	0.0	4%	9%[57.1 µM]	-8%	0%[57.1 µM]	.	-2	-0.6	-1%
CC(C)c1ccc(OC(=O)c2ccc3c(=O)n4c(nc3c2)CCC4)cc1	0.0	3%	-14%	-11%	-6%	-14	-6	0.7	11%
CN1C(=O)N(CC(=O)N2CCN(S(=O)(=O)c3ccc4c(c3)CCC4)CC2)C(=O)C12CCCCC2	-0.1	0%	-6%	-16%	-8%	2	-9	0.6	10%
O=S1(=O)CCC(n2ncc3c2/C(=C/c2ccccc2)CC3)C1 (configuration not stated)	0.4	2%	19%[57.1 µM]	-13%	-6%[57.1 µM]	5	-2	-0.3	8%
O=C(NNC(=O)c1ccc(NC(=O)c2ccccc2)cc1)c1ccc(F)cc1	-0.6	-1%	35%[activator]	-26%	16%	-3	-5	1.6	23%
CC(Nc1ncnc2sccc12)c1ccccc1 (configuration not stated)	1.5	1%	8%	-8%	1%	-3	7	0.9	0%
COc1ccc(N(CC(=O)Nc2ccc(F)c(F)c2)S(=O)(=O)c2c(C)[nH]c(=O)[nH]c2=O)cc1	0.2	0%	2%	-8%	-2%	-8	-1	0.8	-1%
Nc1cc(=O)[nH]c(SCC(=O)Nc2cc(S(=O)(=O)N3CCCCC3)ccc2Cl)n1	-1.4	-2%	23%	-5%	10%	-12	-3	1.0	8%
COc1cc(=O)n(C)c2ccccc12	1.1	-2%	6%	?	7%	7	5	0.4	-3%
C/C(=N\Nc1nc(C)cc(-c2ccccc2)n1)c1ccc(C)o1	1.3	5%	-4%	-6%	-4%	-5	-5	-0.5	10%
Cc1cc(C)c(C)c(OCC(O)CN2CCN(c3ccccn3)CC2)c1 (configuration not stated)	66*	0%	3%	-26%	-7%	92*	0	-0.6	3%
COc1ccc2[nH]c3c(c2c1)CCN1C(=O)N([C@@H](C)C(=O)NC2CC2)C(=O)[C@]31C	30*	-9%	5%	-12%	6%	3	13	0.5	4%
C#Cc1ccc([C@@H]2C=C(C(=O)NC3CC3)O[C@H](OCC)[C@H]2CCCO)cc1	1.0	-8%	47%[activator]	-10%	13%	9	-1	-0.2	-1%
O=C1N/C(=C\c2ccccc2)c2ccccc21	-0.4	15%	18%	-9%	10%	3	2	-1.1	-1%
CCOc1cccc(C2/C(=C(/O)c3ccc4c(c3)CC(C)O4)C(=O)C(=O)N2Cc2ccncc2)c1 (configuration not stated)	-1.0	-8%	-19%	-14%	-15%	-19	8	0.0	-8%
CC(=O)Nc1ccc(S(=O)(=O)Nc2ccc(-c3ccc4nnc(C)n4n3)cc2)cc1	.	1%	12%[57.1 µM]	-20%	5%[57.1 µM]	.	6	0.3	10%
COc1ccc(C(=O)NCC(=O)NCC2COc3ccccc3O2)cc1 (configuration not stated)	1.7	2%	6%	-19%	0%	13	5	0.3	-9%
CCOc1ccc(-c2nn[nH]n2)cc1OCC	0.9	-1%	6%[57.1 µM]	-9%	4%[57.1 µM]	12	-5	0.4	5%
COc1ccc(C(=O)NCC(=O)N2CCC3(CC2)NCCc2[nH]cnc23)cc1	0.5	-5%	-18%	0%	-11%	-10	-3	0.5	4%
CNS(=O)(=O)c1cccc(C(=O)OCC(=O)N2CCc3ccccc3C2)c1	.	9%	4%	-5%	1%	.	14	-0.8	3%
CCOc1ccc(NC(=O)CC2C(=O)N(c3ccc(OC)c(Cl)c3)C(=S)N2C2CC2)cc1 (configuration not stated)	0.0	1%	8%	-20%	1%	-3	5	1.4	1%
Cc1cc(C)n(CCc2nc(-c3ccco3)cs2)n1	.	11%	-27%	1%	2%	.	1	-0.4	-17%
CCc1ccccc1NC(=O)CSc1nccn1C	-1.1	-17%	9%	-16%	3%	.	-3	-0.1	13%
Cc1ccc(Nc2cc(C)nc3nc(Cc4ccc(Cl)cc4)nn23)cc1	0.0	-5%	21%	-21%	0%	.	-8	-1.9	14%
O=C(Cc1ccc(F)cc1)OCN1C(=O)c2ccccc2C1=O	-0.5	-6%	14%	-21%	0%	-5	-1	-0.9	-11%
CCCCN(C)c1nnc(NC(=O)Nc2cccc(C(C)=O)c2)s1	-1.5	13%	0%	-3%	-10%	.	2	-0.3	5%
